GRK2 aptamer HTS = compounds blocking aptamer binding on GRK2 – biochemical, human GRK2, bead flow cytometry, HTS, primary screen; Beta-adrenergic receptor kinase 1 (Homo sapiens), P25098; inhibition of aptamer binding, % at 10 µM; FAM-aptamer displacement from GRK2; AID 488847, 2010; 330,000 tested, 0.59% active;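 active = inhibition of aptamer binding above 40%, roughly 3 SD of noise, on plates passing a quality check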;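 note: median bead fluorescence of bound FAM aptamer so fluorescent compounds give negative values; no value below 0 was filed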
core dimer inh = inhibitors of HCV core protein dimerization, primary screen, biochemical, TR-FRET, high-throughput; inhibition, % at 5 µM; AID 1899, 2009; 300,000 tested, 0.33% active; TR-FRET GST/Flag-core106 dimerization, 1536-well;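 active = inhibition above the mean of all tested compounds plus 3 SD, set per screening campaign, cut at about 45% in these data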
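assay system = GST-tagged and Flag-tagged HCV core protein residues 1-106 | controls = unlabelled core106 and no-GST-core106 wells | incubation = compound-protein-antibody incubation 4 h at 22.5 °C | probe or stimulus = Eu donor and XL665 acceptor anti-tag antibodies | read-out = % inhibition based on acceptor/donor emission ratio | signal = TR-FRET 671 and 617 nm emission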
JMJD2C inh = inhibitors of GASC-1 histone demethylase, primary screen, biochemical, fluorescence, DELFIA europium | GST-JMJD2C(1-420) H3K9me3 demethylation | inhibition, % at 2.35 µM | 330,000 tested, 0.069% active;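 active = more than half of a compound's replicate wells show inhibition beyond 50%, single wells judged on their own value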;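 note: signal counts dimethyl H3K9 product captured on neutravidin plate; 0% = median of DMSO wells and 100% = 0.3 times that DMSO median; strong numbers were not always called active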
CTSL1 counter = Fasciola hepatica cathepsin L1 inhibitors, primary screen, counter-screen for PFM18AAP inhibitor project, biochemical, QFRET, fluorogenic peptide substrate. 300,000 tested, 0.49% active. inhibition, % at 5.96 µM. recombinant F. hepatica cathepsin L1, Z-Leu-Arg-MCA fluorescence;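 active = inhibition above the mean of all tested compounds plus 3 SD, set per screening campaign, cut at about 17% in these data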;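 note: 0% = plate median of test compound wells and 100% = 1 µM Z-Phe-Ala-diazomethylketone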
procasp7 counter = procaspase-7 activators, primary screen, counter-screen for procaspase-3 activator project, biochemical, absorbance, HTS, human. Caspase-7 (Homo sapiens), P55210. recombinant procaspase-7, Ac-DEVD-pNA absorbance 405 nm; D23A/D198A/D206A triple mutant, cannot self-cleave; scale: DMSO 0, 5 µM enzyme 100. activation, % at 8.5 µM. 330,000 tested, 0.093% active. AID 463210, 2010;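 active = percent activation above the screen-wide mean plus 3 SD, cut at about 25% in these data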
Target sequence (P55210 whole entry D23A/D198A/D206A): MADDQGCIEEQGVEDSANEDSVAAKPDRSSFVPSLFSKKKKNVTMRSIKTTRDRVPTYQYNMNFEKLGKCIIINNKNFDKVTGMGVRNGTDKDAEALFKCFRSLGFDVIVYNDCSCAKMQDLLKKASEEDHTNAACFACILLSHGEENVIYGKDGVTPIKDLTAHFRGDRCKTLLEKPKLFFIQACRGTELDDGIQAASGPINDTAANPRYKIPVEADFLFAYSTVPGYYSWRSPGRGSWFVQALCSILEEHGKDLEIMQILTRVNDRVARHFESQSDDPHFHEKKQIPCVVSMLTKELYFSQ
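Assay system: Uncleavable procaspase-7 mutant enzyme; Input: 2 µM procaspase-7 mutant as dispensed; Also added: DEVD-pNA substrate; Medium: Zinc-free HEPES pH 7.4 with 300 mM NaCl, 0.01% Triton X-100; Timing: 1 h compound preincubation, 2 h substrate cleavage, 25 °C; Measured by: Epi-absorbance of released pNA at 405 nm, two timepoints.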
PP1 inh = PP1-alpha phosphatase inhibitors, primary screen, counter-screen for PP5 inhibitor project, biochemical, fluorescence, OMFP substrate, single point; Serine/threonine-protein phosphatase PP1-alpha catalytic subunit (Homo sapiens), P62136; purified PP1alpha; inhibition, % at 6.7 µM; 320,000 tested, 0.9% active;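 active = inhibition above the mean inhibition of all tested compounds plus 3 SD, computed separately for each screening campaign, cut at about 15% in these data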
VLA-4 inh = inhibition in human VLA-4 binding assay, primary screen, VLA-4 allosteric modulator project, MLPCN library, flow cytometry, VLA-4 expressing cells; Integrin alpha-4 (Homo sapiens), P13612; ligand binding flow cytometry; inhibition, % (about 7 µM as worked out from the volumes in the protocol); 330,000 tested, 0.2% active; in the data active = inhibition above about 50%
PP5 primary = PP5 phosphatase inhibitors, primary screen, biochemical, fluorescence | Serine/threonine-protein phosphatase 5 (Homo sapiens), P53041 | purified PP5c, OMFP substrate fluorescence | inhibition, % at 6.7 µM | 320,000 tested, 0.18% active | AID 1987, 2009;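 active = inhibition above the campaign's mean inhibition across all tested compounds plus 3 SD, cut at about 9.5% in these data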;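 note: 0% = DMSO only and 100% = 100 µM cantharidin control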
Target sequence (P53041 whole entry, looked up): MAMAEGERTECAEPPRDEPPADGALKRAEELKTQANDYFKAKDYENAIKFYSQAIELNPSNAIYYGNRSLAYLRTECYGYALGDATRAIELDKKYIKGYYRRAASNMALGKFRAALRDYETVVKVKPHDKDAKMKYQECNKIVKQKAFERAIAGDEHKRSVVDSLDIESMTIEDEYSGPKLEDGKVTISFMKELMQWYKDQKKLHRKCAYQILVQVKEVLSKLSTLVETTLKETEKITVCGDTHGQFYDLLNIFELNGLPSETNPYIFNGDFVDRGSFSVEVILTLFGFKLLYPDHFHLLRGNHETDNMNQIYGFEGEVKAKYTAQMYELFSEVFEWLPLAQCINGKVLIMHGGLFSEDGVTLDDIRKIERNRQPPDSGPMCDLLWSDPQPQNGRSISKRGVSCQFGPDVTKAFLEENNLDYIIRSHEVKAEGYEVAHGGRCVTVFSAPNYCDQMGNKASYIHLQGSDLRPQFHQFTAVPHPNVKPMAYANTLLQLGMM
procasp3 activ = activators of human procaspase-3 D3A mutant, primary screen, biochemical, absorbance, PC-3 D3A mutant, single concentration | Caspase-3 (Homo sapiens), P42574 | 330,000 tested, 0.11% active | activation, % at 8.5 µM | recombinant procaspase-3 D3A, Ac-DEVD-pNA absorbance 405 nm;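 active = activation above the mean of all tested compounds plus 3 SD, cut at about 21% in these data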;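 note: 0% = DMSO alone and 100% = DMSO wells spiked with extra 5 µM PC-3 D3A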
Target sequence (P42574 whole entry D9A/D28A/D175A): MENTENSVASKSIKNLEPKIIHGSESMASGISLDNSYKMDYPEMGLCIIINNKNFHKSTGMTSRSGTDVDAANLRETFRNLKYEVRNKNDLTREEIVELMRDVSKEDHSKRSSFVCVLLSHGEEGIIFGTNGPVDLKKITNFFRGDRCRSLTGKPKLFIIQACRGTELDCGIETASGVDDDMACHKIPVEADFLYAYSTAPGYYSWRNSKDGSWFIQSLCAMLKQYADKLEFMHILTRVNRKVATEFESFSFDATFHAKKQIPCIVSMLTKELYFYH
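Compound: 8.5 µM single point, 0.8% DMSO / Material: Autoprocessing-dead procaspase-3 D3A mutant enzyme / Timing: 1 h preincubation plus 2 h reaction at 25 °C / Medium: Zinc-free HEPES/NaCl buffer with 0.01% Triton X-100 at pH 7.4 / Technique: 405 nm absorbance of p-nitroaniline, reads at 0 and 120 min / Repeats: one well per compound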
Starred values were filed as active, the others as inactive; x = no result given; & = joins results of further samples.

entry	smiles	GRK2 aptamer HTS	core dimer inh	JMJD2C inh	CTSL1 counter	procasp7 counter
1	O=C(CCCCn1c(=O)c2ccccc2n(CC(=O)NC2CCCC2)c1=O)NC1CCCC1	0	-6	1	-1	9
2	NC(=S)NNC(=O)c1ccccc1	4	-2	-1	1	-4
3	CCOC(=O)C(=CNc1cc(C(F)(F)F)ccc1N1CCOCC1)C(=O)OCC	0	3	13	6	3
4	COc1ccc(NCc2nnc(SCC(=O)NCc3ccccc3)n2-c2ccccc2OC)cc1	0	4	-8	0	3
5	Cc1cc(C)c2cc(CN(CCO)C(=O)NC3CCCCC3)c(=O)[nH]c2c1	4	1	1	5	14
6	O=C(CCc1ccccc1)Nc1ccc2c(c1)OCCO2	0	-5	-2	0	5
7	O=C(CCC(=O)N1CCN(c2ccc(F)cc2)CC1)c1ccc(Cl)cc1	2	9	-16	-14	-7
8	COc1ccc2[nH]c(C)c(C(=O)CN3CCc4cc(OC)c(OC)cc4C3)c2c1	0	-4	-13	-4	12
9	Cc1oc2ccc(OCc3ccc(F)cc3Cl)cc2c1C(=O)O	2	7	3	-6	0
10	CCOC(=O)c1[nH]ncc1CN1CCN(Cc2ccccc2)C(CCO)C1 (centres undefined)	0	-1	2	1	-1
11	COc1ccc(C(C#N)c2ccc(=O)[nH]n2)cc1 (centres undefined)	0	1	-6	-3	-2
12	COC(=O)c1cc2ccsc2n1CC(=O)Nc1cc(C)cc(C)c1	1	2	34	1	7
13	Cc1cc(C)cc(C(=O)N/N=C/c2ccoc2)c1	8	6	1	1	2
14	O=C(Nc1cccn(Cc2c(F)cccc2Cl)c1=O)NC1CCCCC1	0	7	-1	2	2
15	N#CC(C(=O)c1ccccc1Cl)=C1SCCCS1	0	4	0	-4	4

entry	PP1 inh	VLA-4 inh	PP5 primary	procasp3 activ
1	-1	-2	-0.3	-5
2	2	12	1.0	2
3	-5	-2	0.4	14
4	-3	4	-0.4	-4
5	0	-23	-1.9	5
6	-3	2	1.0	-6
7	3	13	3.3	12
8	-5	-9	0.7	-4
9	4	2	-2.6	2
10	-2	-1	-2.1	-3
11	2	55*	0.8	-1
12	2	15	0.1	9
13	-2	3	1.9	-3
14	-2	33	-1.5	-1
15	-2	-4	-0.8	-7

(list continues)
entry	smiles	GRK2 aptamer HTS	core dimer inh	JMJD2C inh	CTSL1 counter	procasp7 counter
16	NC(=O)COC(=O)c1ccc2c(c1)C(=O)N(Cc1ccco1)C2=O	9	-6	5	-3	11
17	CCOc1ccccc1CNS(=O)(=O)c1cc(-c2cc(C)no2)ccc1OC	0	1	6	0	6
18	COc1ccc(C(=O)CSc2nc3cccnc3n2C)cc1	0	-13	-7	10	1
19	COc1cccc(C(=O)N/N=C2\SCC(=O)N2Cc2ccc3c(c2)OCO3)c1	3	0	11	-1	6
20	CCOc1cc(/C=C2\SC(=S)N(Nc3ccccc3)C2=O)ccc1O	0	-15	-1	2	-16
21	O=C(c1ccccc1Oc1ccccc1)N1CCN(c2ccccc2F)CC1	4	6	4	0	1
22	O=C(CC1Nc2cccc3cccc(c23)NC1=O)Nc1ccc(F)cc1 (centres undefined)	0	-14	-23	4	-42
23	COc1cc(/C=C/C(=O)N2CCC=CC2=O)cc(OC)c1OC	5	-6	x	-5	-1
24	CCc1ccc2[nH]c(=O)c(CN(CCN(C)C)C(=O)Nc3ccccc3)cc2c1	0	2	1	4	6
25	Cc1ccc(C(=O)Nc2ccccc2C(=O)O)cc1NC(=O)COc1c(C)cccc1C	3	16	-2	2	2
26	CCOC(=O)C(C(=O)OCC)N(C#N)c1nc(N(C)C)nc(N(C)C)n1	0	4	4	65*	4
27	CC(C)=CC(=O)OCC(=O)Nc1ccc(F)cc1Cl	0	-7	0	4	-1
28	COc1cc(C2C(C(=O)c3ccc(C)o3)=C(O)C(=O)N2Cc2ccccc2)ccc1O (centres undefined)	0	3	0	-1	5
29	O=C(COc1cccc(C(F)(F)F)c1)Nc1nnc(C2CC2)s1	28	x	-1	x	8
30	Cc1ccc(S(=O)(=O)c2nc(S(C)(=O)=O)sc2N2CCCC2)cc1	0	-1	-17	-2	3

entry	PP1 inh	VLA-4 inh	PP5 primary	procasp3 activ
16	1	8	2.7	7
17	-1	-2	-1.1	18
18	-2	-6	-0.8	7
19	-3	5	-2.9	-2
20	7	-264	6.3	-18
21	1	23	-0.9	-3
22	6	-1	3.2	-15
23	0	11	2.1	1
24	-1	-6	2.7	-4
25	4	-6	1.5	-3
26	-3	17	-3.7	-10
27	-1	0	-0.4	4
28	13	-7	1.2	-3
29	x	-6	x	6
30	-1	1	-2.8	0

(list continues)
entry	smiles	GRK2 aptamer HTS	core dimer inh	JMJD2C inh	CTSL1 counter	procasp7 counter
31	CCOCC(=O)Nc1nc2ccc(S(C)(=O)=O)cc2s1	0	-5	5	-4	-1
32	Cc1ccc(Cn2c(=N)c(C(=O)NC3CCCC3)cc3c(=O)n4ccccc4nc32)cc1	1	8	0	0	-9
33	O=C(NN1CCOCC1)c1cc(S(=O)(=O)Nc2cccc(C(F)(F)F)c2)ccc1Cl	4	-1	4	6	-7
34	CCOc1ccccc1C(=O)NC(C(=O)NCCc1ccccn1)C(C)C (centres undefined)	1	x	-5	x	-7
35	CCN(CC)CCCN(C(=O)c1ccco1)c1nc(-c2ccc(C)cc2)cs1	59*	-2	-6	-4	5
36	O=C(Nc1ccc(S(=O)(=O)N2CCCCC2)cc1)c1ccc(=O)[nH]c1	2	x	x	x	3
37	O=C(c1ccccc1)N1N=C(C(F)(F)F)CC1(O)c1ccc(F)cc1 (centres undefined)	3	2	7	13	1
38	CCc1n[nH]c(=S)n1/N=C/c1cccc2ccccc12	3	-4	-1	3	-5
39	COc1ccc(NC(=O)Cn2nc(Cc3cccnc3)c3ccccc3c2=O)cc1OC	0	2	6	-3	-2
40	O=S(=O)(Nc1cccc(C(F)(F)F)c1)c1cnc[nH]1	1	3	-3	-3	-2
41	CCOC(=O)c1oc2c(CN3CCCCC3C)c(O)ccc2c(=O)c1-c1ccc(OC)c(OC)c1 (centres undefined)	10	-4	-18&-4	0	4
42	Cc1cc(C)c(S(=O)(=O)Nc2ccccc2-c2ccccc2)c(C)c1	5	9	-16	1	8
43	CN(CC(=O)Nc1ccc(Cl)cc1)C(=O)c1ccc(N2CCCC2=O)cc1	2	x	-7	x	-1
44	N#Cc1cc(C#N)c(N2CCN(c3ccccn3)CC2)nc1N	3	-4	-24	6	13
45	Cc1cccc(CC(C)NC(=O)c2cc(COc3ccc(C)c(C)c3)on2)n1 (centres undefined)	2	-11	4	1	-2

entry	PP1 inh	VLA-4 inh	PP5 primary	procasp3 activ
31	-1	15	0.3	2
32	-2	-3	2.5	-6
33	-2	0	-1.1	7
34	x	0	x	-10
35	-4	22	0.0	8
36	-5	-2	0.0	7
37	3	-4	0.0	-1
38	-2	23	0.7	-5
39	-1	9	-1.0	5
40	1	9	0.8	1
41	-5	-4	-0.1	-12
42	0	20	4.4	4
43	-2	-15	5.6	9
44	2	-13	2.7	4
45	5	13	3.1	-5

One compound at a time, from the list above. Order of values: GRK2 aptamer HTS | core dimer inh | JMJD2C inh | CTSL1 counter | procasp7 counter | PP1 inh | VLA-4 inh | PP5 primary | procasp3 activ
Record of O=C(Nc1ccc(S(=O)(=O)N2CCCCC2)cc1)c1ccc(=O)[nH]c1 = 2 | x | x | x | 3 | -5 | -2 | 0.0 | 7
Record of CCN(CC)CCCN(C(=O)c1ccco1)c1nc(-c2ccc(C)cc2)cs1 = 59* | -2 | -6 | -4 | 5 | -4 | 22 | 0.0 | 8

Only JMJD2C inh, PP1 inh and procasp7 counter (6 entries from above):
entry	smiles	JMJD2C inh	PP1 inh	procasp7 counter
40	O=S(=O)(Nc1cccc(C(F)(F)F)c1)c1cnc[nH]1	-3	1	-2
42	Cc1cc(C)c(S(=O)(=O)Nc2ccccc2-c2ccccc2)c(C)c1	-16	0	8
33	O=C(NN1CCOCC1)c1cc(S(=O)(=O)Nc2cccc(C(F)(F)F)c2)ccc1Cl	4	-2	-7
36	O=C(Nc1ccc(S(=O)(=O)N2CCCCC2)cc1)c1ccc(=O)[nH]c1	x	-5	3
37	O=C(c1ccccc1)N1N=C(C(F)(F)F)CC1(O)c1ccc(F)cc1 (centres undefined)	7	3	1
35	CCN(CC)CCCN(C(=O)c1ccco1)c1nc(-c2ccc(C)cc2)cs1	-6	-4	5

More compounds:
entry	smiles	GRK2 aptamer HTS	core dimer inh	JMJD2C inh	CTSL1 counter	procasp7 counter
46	CCn1c(SCc2ccccc2)nc2ccccc2c1=O	2	-1	-2	0	9
47	NS(=O)(=O)c1ccc(NC(=O)Nc2cccc(Cl)c2)cc1	1	-4	-7	5	7
48	Cc1onc(-c2ccccc2)c1C(=O)OCCOc1ccccc1F	3	-10	14	-2	-10
49	O=C(Nc1nnc(-c2ccncc2)s1)Nc1ccccc1F	0	5	8	0	-10
50	CCCOc1ccc(N/C=C/C(=O)c2ccc(OC)c(OC)c2)cc1	0	12	-5	-3	2
51	CCc1nnc(NC(=O)c2ccc(-c3ccccc3Cl)o2)s1	0	-2	-3	3	9
52	Cc1cc(C)cc(Nc2c3c(nc4ncnn24)CCC3)c1	0	5	-4	0	0
53	Cc1ccccc1NC(=O)N1CCCC(c2nc(-c3ccc(F)cc3)no2)C1 (centres undefined)	0	3	-6	4	-4
54	O=C(NNC(=O)c1ccc[nH]1)c1cccc(C(F)(F)F)c1	0	2	9	-3	3
55	COc1ccc(NC(=O)CSc2nnc(C)n2C2CCCCC2)cc1	1	2	-13	6	-2

entry	PP1 inh	VLA-4 inh	PP5 primary	procasp3 activ
46	3	2	0.6	-5
47	2	20	3.3	0
48	3	3	2.0	-1
49	3	19	2.9	-1
50	-2	-16	-1.9	-3
51	1	-4	-1.2	2
52	2	16	2.7	-10
53	0	6	-1.2	6
54	-9	3	0.6	6
55	-3	0	-1.3	0

Screening results as filed in PubChem BioAssay.
